Assay outcomes as filed in PubChem BioAssay.
MEP2-GFP yeast = modulators of MEP2-GFP levels in yeast, primary screen, S. cerevisiae, multiplex flow cytometry, MLPCN library; S. cerevisiae MEP2-GFP strain, 3 h; 100% = DMSO control level; GFP response vs DMSO, % at 10 µM; 330,000 tested, 0.51% active;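 active = GFP response versus DMSO above a set limit, roughly screen mean plus 3 SD, cut at about 180% in these data; inconclusive = fewer than 70 cells counted for a yeast strain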;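 also: median GFP fluorescence of the barcode-gated MEP2-GFP cells per well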
Yeast superoxide = reduction of superoxide in aged yeast, primary screen, HTS | 330,000 tested, 0.18% active | superoxide response (% of plate mean), % at 10 µM | AID 2690, 2010 | S. cerevisiae aged cells, superoxide DHE fluorescence; stronger effect = lower value;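 active = superoxide response under a set limit, about three screen SD below normal, cut at about 65% in these data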;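 also: yeast aged for seven days with compound at 30 °C before DHE staining; 100% = average MFI of all compound-treated wells on the plate with controls excluded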
AHR activator = AHR activators, primary screen, cell-based, luminescence, luciferase reporter, human; 320,000 tested, 2.5% active; AHR-responsive luciferase reporter cells; activation, % at 5 µM; Aryl hydrocarbon receptor (Homo sapiens), P35869; in the data active = activation above about 47%;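 also: 0% = vehicle wells and 100% = reference agonist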
Target sequence (P35869 whole entry, looked up): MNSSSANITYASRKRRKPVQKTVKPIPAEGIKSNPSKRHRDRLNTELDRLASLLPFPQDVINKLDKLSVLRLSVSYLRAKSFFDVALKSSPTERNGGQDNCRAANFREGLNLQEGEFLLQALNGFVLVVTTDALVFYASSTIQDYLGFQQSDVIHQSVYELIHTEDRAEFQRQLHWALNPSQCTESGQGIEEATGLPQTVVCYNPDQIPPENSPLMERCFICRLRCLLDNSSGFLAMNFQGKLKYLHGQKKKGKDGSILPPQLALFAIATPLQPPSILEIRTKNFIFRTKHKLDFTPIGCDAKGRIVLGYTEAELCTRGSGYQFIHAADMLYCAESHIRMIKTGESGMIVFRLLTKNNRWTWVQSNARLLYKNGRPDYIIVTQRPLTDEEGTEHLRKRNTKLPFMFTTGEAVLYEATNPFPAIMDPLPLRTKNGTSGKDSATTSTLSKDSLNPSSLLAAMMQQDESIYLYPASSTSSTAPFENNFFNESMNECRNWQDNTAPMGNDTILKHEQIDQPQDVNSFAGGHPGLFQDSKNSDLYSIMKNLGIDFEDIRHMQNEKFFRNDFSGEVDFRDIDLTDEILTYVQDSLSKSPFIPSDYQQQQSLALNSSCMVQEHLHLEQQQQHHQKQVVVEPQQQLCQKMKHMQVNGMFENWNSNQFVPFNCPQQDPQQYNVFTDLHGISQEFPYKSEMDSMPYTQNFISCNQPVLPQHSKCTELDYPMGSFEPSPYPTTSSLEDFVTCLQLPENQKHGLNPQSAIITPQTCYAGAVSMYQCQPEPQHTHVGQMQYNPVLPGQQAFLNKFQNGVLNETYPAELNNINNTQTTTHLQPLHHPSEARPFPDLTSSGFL
LAP4 TOR yeast = modulators of LAP4-GFP expression in yeast, primary screen, S. cerevisiae, multiplex flow cytometry, MLPCN library | GFP response vs DMSO, % at 10 µM | AID 2023, 2009 | 320,000 tested, 0.34% active | 3 h; median GFP as percent of DMSO wells;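 active = GFP response vs DMSO above a set limit, about the screen mean plus 3 SD, cut at about 150% in these data; inconclusive = under 70 cell events counted for the yeast strain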
CIT2-GFP yeast = modulators of CIT2-GFP expression in yeast, primary screen, S. cerevisiae, GFP fusion, multiplex flow cytometry, MLPCN library. S. cerevisiae CIT2-GFP strain, 3 h; 100 means same as DMSO wells. AID 2029, 2009. 320,000 tested, 0.065% active. GFP response vs DMSO, % at 10 µM;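 active = GFP response relative to DMSO above a set limit, near the screen mean plus 3 SD, cut at about 150% in these data; inconclusive = Fewer than 70 cells measured for a yeast strain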;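 also: ratio of well median GFP fluorescence to mean of DMSO wells on the plate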
Efflux pump inh = inhibitors of Candida efflux pumps in yeast, primary screen, S. cerevisiae, Nile Red, multiplex; S. cerevisiae Candida pump triplex; inhibition, % at 10 µM; 330,000 tested, 0.44% active;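 active = plate passing quality check with inhibition over a set limit, or well fluorescence over plate mean plus 4 SD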;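 also: Nile Red retained in pooled yeast measured as flow cytometry median fluorescence; 0% = buffer negative control and 100% = Enniatin B positive control; higher means more Nile Red kept so more efflux inhibition; some compounds called inactive have numbers as strong as hits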
RPL19A-GFP yeast = RPL19A-GFP expression modulators in yeast, primary screen, cell-based, S. cerevisiae, multiplex flow cytometry, MLPCN; S. cerevisiae RPL19A-GFP strain, 3 h; stronger effect = lower value; percent response vs DMSO, % at 10 µM; 330,000 tested, 0.3% active; AID 2025, 2009;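 active = percent response vs DMSO below 50%; inconclusive = fewer than 70 events counted for the yeast strain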;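 also: median channel GFP fluorescence of the barcoded RPL19A-GFP strain; ratio of sample median GFP to plate DMSO average so 100% = DMSO; lower means less RPL19A-GFP as with rapamycin TOR inhibition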
AGP1 TOR yeast = modulators of AGP1-GFP expression in yeast TOR pathway, primary screen, cell-based, multiplex flow cytometry, S. cerevisiae, MLPCN library; 3 h; GFP as percent of DMSO wells; GFP response vs DMSO, % at 10 µM; 320,000 tested, 0.02% active;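 active = GFP response relative to DMSO above a set limit, near screen average plus 3 SD, cut at about 150% in these data; inconclusive = fewer than 70 cells counted for the yeast strain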;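 also: median GFP channel fluorescence of the gated AGP1 strain per well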
The depositor's hits bear a star; ? = inconclusive; · = not tested or not shown; [ ] = another dose, or the depositor's remark.

SMILES	MEP2-GFP yeast	Yeast superoxide	AHR activator	LAP4 TOR yeast	CIT2-GFP yeast	Efflux pump inh	RPL19A-GFP yeast	AGP1 TOR yeast
S=c1[nH]nc(-c2ccc(Br)cc2)n1Cc1ccco1	108	101	8	102	109	-0.2	102	109
CC(C)/C=C1\CC/C(=C\c2ccc(N(C)C)cc2)C1=O	98	104	-2	91	88	0.6	102	91
Cc1ccc(Cc2c(C)nc3nc(SCC(=O)NCCCN4CCCCC4)nn3c2C)cc1	97	93	0	85	91	-0.1	91	89
COc1ccccc1C(=O)NCCC(=O)NCC(C)(C)N1CCOCC1	99[may fluoresce green]	101	-1	95[may fluoresce green]	98[may fluoresce green]	-2.1	101[may fluoresce green]	106[may fluoresce green]
CC1CCC(=NNc2ccc(C(F)(F)F)cc2[N+](=O)[O-])CC1 (stereo not drawn)	102	92	1	93	97	-2.9	104	97
CCC(C)NC(=O)Cn1c(=O)sc2ccccc21 (stereo not drawn)	97	81	0	104	97	-0.1	98	102
COc1cc(C(=O)NC2CCCC2)c(Br)c(OC)c1OC	102	105	2	96	102	-0.1	101	104
CCN(C(=O)/C=C/c1ccc(OC)cc1)C1CCS(=O)(=O)C1 (stereo not drawn)	99	104	2	96	102	-0.1	96	104
COc1ccccc1-c1c(C(F)(F)F)oc2cc(OC(=O)c3cccc([N+](=O)[O-])c3C)ccc2c1=O	100	106	10	98	93	0.0	100	103
O=C(CSc1cccc(C(F)(F)F)c1)Nc1cc(S(=O)(=O)N2CCCC2)ccc1Cl	103	101	-1	95	105	-0.2	102	103
Oc1ccc(CN2CCCCC2)c2cccnc12	103	94	2	72	96	0.0	115	91
Cc1cc(C)cc(NC(=O)CN2CCc3cc4c(cc3C2C)OCCCO4)c1 (stereo not drawn)	193*	85	22	124	99	0.5	100	88
COc1ccc(NC(=O)C2CCN(S(=O)(=O)c3c(C)noc3C)CC2)cc1Cl	103	120	1	97	104	0.0	100	103
O=C1C=C(c2cc(C(F)(F)F)cc(C(F)(F)F)c2)C[C@@H](c2ccc3c(c2)OCO3)C1	99	106	5	100	102	0.0	99	97
Cc1cccc(N2CCN(C(=O)c3cc4c(=O)[nH]c5ccccc5c4n3C)CC2)c1C	81	105	2	75	88	-0.1	88	83
CC(=O)c1ccc(S(=O)(=O)Nc2ccc(C(=O)NCC(c3ccccc3)N(C)C)cc2)cc1 (stereo not drawn)	98	91	-1	105	98	0.0	96	103
CCc1ccc(NC(=O)NCCCN2CCCC2=O)cc1	108	103	11	109	116	-1.3	125	122
OC(CN1CCN(Cc2ccccc2)CC1)Cn1c2ccccc2c2ccccc21 (stereo not drawn)	94	87	5	87	84	0.2	95	93
CC(=O)NC(NC(=S)Nc1ccc(S(N)(=O)=O)cc1)C(Cl)(Cl)Cl (stereo not drawn)	102	107	1	99	101	0.5	103	103
CCOc1ccc(N(CC(=O)NC2CCCC2)S(=O)(=O)c2c(C)[nH]c(=O)[nH]c2=O)cc1	91	108	-2	88	92	0.0	97	96
O=C(NC(NC(=S)Nc1ccccc1C(=O)O)C(Cl)(Cl)Cl)c1ccco1 (stereo not drawn)	112	108	1	103	108	-0.1	107	109
CCN1CCN(C(c2ccccn2)c2c(NC(=O)c3ccccc3)sc(C)c2C)CC1 (stereo not drawn)	101	104	5	99	93	0.2	99	98
CNc1nc(-c2ccccc2)[n+](-c2ccc(C)cc2)s1	105	106	9	108	101	0.1	104	107
Cc1ccc2[nH]c(C)c(CCN(Cc3cccnc3)C(=S)NC(C)(C)C)c2c1	108	108	7	90	102	0.2	103	97
CC(C)C(=O)Nc1nnc(SCC(=O)N2c3ccccc3CC2C)s1 (stereo not drawn)	102	90	6	98	102	-0.1	99	105
CC1CCN(C(=O)C2Cc3ccccc3CN2S(=O)(=O)c2ccc(F)cc2)CC1 (stereo not drawn)	94	99	1	96	88	-0.3	93	·
O=C(Cn1cc(S(=O)(=O)Cc2cccc(F)c2)c2ccccc21)N1CCOCC1	98[may fluoresce red]	89	0	73[may fluoresce red]	98[may fluoresce red]	0.2	?	91[may fluoresce red]
CC(=O)N(C)c1ccc(OCC(O)COc2ccc(N(C)C(C)=O)cc2)cc1	93	102	2	98	97	0.0	95	97
NC(=O)[C@@H]1CCCCNc2c(F)cc([N+](=O)[O-])cc2C(=O)N[C@@H](CC(=O)O)C(=O)NCC(=O)N1	86	97	4	127	71	0.4	93	75
CCc1noc(C)c1C(=O)N1CCN(S(=O)(=O)c2cccc(C(F)(F)F)c2)CC1	97	93	5	96	100	-0.1	97	101
C=CCOC(=O)/C(=C/c1cccnc1)NC(=O)c1ccccc1	99	89	0	109	114	0.0	108	115
CC(C)C[C@H](NC(=O)OC(C)(C)C)c1nnc(SCc2ccccc2)o1	103	83	1	93	106	-0.4	99	101
C/C(=N\NC(=O)c1ccco1)c1cc2ccccc2o1	106	102	22	94	102	-0.3	100	95
O=C(COC(=O)c1cccc(Br)c1)NCCc1ccc(F)cc1	103	91	-4	105	94	0.0	101	99
CCCc1nnc(NC(=O)CCC(=O)NC2CCCCC2)s1	99	92	-1	94	103	-0.2	100	102
Cc1ccc(Oc2nn[nH]n2)cc1	101	109	4	106	115	-0.1	106	108
CCNCc1cc2cc(C)ccc2[nH]c1=O	103	82	3	103	96	0.1	102	98
CN=c1sc2ccccc2n1CC(O)COc1ccccc1 (stereo not drawn)	98	94	1	99	94	-0.1	97	99
COc1cc(/C=N/N2CCN(C3c4ccccc4-c4ccccc43)CC2)ccc1O	98	99	4	86	105	-0.2	94	94
Cc1[nH]c2ccc(F)cc2c(=O)c1SC(F)(F)C(F)C(F)(F)F (stereo not drawn)	101	113	3	100	94	0.0	99	98
COc1ccc(OC)c(CN2CCN(C(=O)c3cccs3)CC2)c1	106	102	2	99	113	0.1	104	112
CCC(=O)Nc1ccc2c(c1)ncn2-c1ccccc1C	88	106	11	95	86	0.3	93	87
Cc1oc2ccc(OCc3ccc(F)cc3Cl)cc2c1C(=O)O	95	105	4	91	91	-0.1	97	99
O=C(Nc1ccc(NC(=O)C2CC2)nc1)c1ccncc1	96	112	1	88	94	0.1	94	100
CCCn1cc(C(=O)OCC)c(=O)c2cc(F)c(F)cc21	102	96	-1	·	·	-0.1	97	·
O=C(CSc1cccc[n+]1[O-])NCC1CCCCC1	104	80	2	100	106	-0.1	108	107
Cc1ccc[n+](CC(=O)c2ccc(Br)cc2)c1	105	103	·	96	107	0.0	101	106
FC(F)(F)c1cccc(NC(=S)NC(c2ccccc2)c2ccccc2)c1	95	91	0	89	102	-0.1	94	95
C[C@]1(OC(=O)/C=C/c2ccccc2)C[C@@H](O)[C@]2(O)C=CO[C@@H](O[C@@H]3O[C@H](CO)[C@@H](O)[C@H](O)[C@H]3O)[C@@H]21	103	98	-3	104	83	0.0	101	86
CCCn1c2ccc(C)cc2c2n[nH]c(=S)nc21	131[may fluoresce violet]	94	8	88[may fluoresce violet]	?	-0.1	99[may fluoresce violet]	33[may fluoresce violet]
COc1ccc(N(C(=O)c2ccncc2)S(=O)(=O)c2ccc(F)cc2)cc1	92	101	1	103	99	0.0	97	99
C[C@@H]1CC2[C@@H]3CC[C@H]4CC(=O)CC[C@]4(C)C3=CC[C@]2(C)[C@@]1(O)C(=O)CO (stereo partly drawn)	108	96	0	112	97	0.1	102	101
CC(C)[C@H](NC(=O)c1ccccc1)C(=O)OCC(=O)N1CC2(C)CC1CC(C)(C)C2 (stereo partly drawn)	107	95	-2	94	113	-0.2	107	108
COc1ccc(S(=O)(=O)N2CCN(C3CC4CCC3C4)CC2)cc1 (stereo not drawn)	108	89	-2	97	103	0.0	107	108
CCn1nc(C)cc1C(=O)N1CCCC(N2CCN(c3cccc(Cl)c3)CC2)C1 (stereo not drawn)	97	96	-1	104	100	0.0	100	98
CCCc1[nH]nc2c1C(c1ccc(OC(=O)N3CCOCC3)cc1)C(C#N)=C(N)O2 (stereo not drawn)	110	82	-1	102	109	0.0	105	114
CCOC(=O)C1(Cc2cccc(Cl)c2)CCCN(C(=O)c2cc(C(C)C)nn2C)C1 (stereo not drawn)	95	114	0	96	98	0.4	99	97
CCCCN(Cc1cccs1)S(=O)(=O)c1csc(C(N)=O)c1	99	107	1	86	95	-0.1	94	93
CCNC(=O)N1CCN(CCCC(c2ccc(F)cc2)c2ccc(F)cc2)CC1	100	85	-1	113	95	-0.1	103	96
O=C(CCc1nc2ccccc2c(=O)[nH]1)N1CCN(S(=O)(=O)c2ccc(F)cc2)CC1	96	82	0	98	93	-0.5	94	96
(cont.)
SMILES	MEP2-GFP yeast	Yeast superoxide	AHR activator	LAP4 TOR yeast	CIT2-GFP yeast	Efflux pump inh	RPL19A-GFP yeast	AGP1 TOR yeast
CCOc1ccc(OCCOC(=O)CNC(=O)c2ccc(Cl)cc2Cl)cc1	100	98	6	107	85	-0.1	94	93
Cc1cc(NC(=O)COC(=O)c2n[nH]c3ccccc23)no1	110	100	15	107	113	-0.1	108	110
Cc1cc(C(F)(F)F)nc(Nc2nc(C)c3ccccc3n2)n1	90	95	58*	94	95	0.1	96	101
O=C(C1=C[C@H](c2coc3ccccc3c2=O)C[C@H](OCCCCO)O1)N1CCN(Cc2ccccc2)CC1	100	108	0	127	92	-0.1	104	92
COc1ccccc1C1/C(=C(/O)c2ccc(C)cc2)C(=O)C(=O)N1Cc1ccco1 (stereo not drawn)	105	88	1	99	74	0.1	92	84
Cc1ccc(Cc2cnc(NC(=O)C3CCCO3)s2)cc1 (stereo not drawn)	106	103	5	108	98	-0.1	97	103
COc1ccc(-c2nc(CSCC(=O)N3CCc4ccccc4C3)c(C)o2)cc1OC	100	105	1	108	95	0.0	99	100
O=C(CSc1ccc2ccccc2c1)NCCc1ccc(O)c(O)c1	103	104	0	105	123	-0.4	103	117
O=C(c1ccco1)N1CCN(Cc2cc(=O)c(OCc3c(F)cccc3Cl)co2)CC1	98	92	-1	104	105	-0.1	101	106
COc1ccc(CCNC(=O)c2cccs2)cc1OC	104	87	0	98	107	-0.1	107	114
COc1cc(SC)ccc1C(=O)OCC(=O)NC1CC1	116	114	-2	114	106	0.2	98	115
CC(C)(C)C(=O)COC(=O)CCc1nc2ccccc2[nH]c1=O	102	102	1	98	103	0.2	108	97
O=S1(=O)CC(O)C(N(CCO)C(=S)Nc2ccccc2)C1 (stereo not drawn)	96	100	-1	98	86	-0.1	89	94
O=C1[C@@H]2[C@H](C(=O)N1Cc1cccnc1)[C@H]1C=C[C@@H]2C1	97	105	-2	101	94	0.1	·	102
Cc1nnc(SCC(=O)N(C)Cc2ccccc2)[nH]c1=O	96	98	-1	98	105	0.0	98	99
CC1CCCN(C/C(O)=C(\C#N)c2nc3ccccc3[nH]2)C1 (stereo not drawn)	115	99	15	114	118	-0.1	104	115
COc1ccccc1/C=C1/C(=O)ON=C1C	91	113	5	132	94	0.2	100	87
Cc1[nH]c2ccccc2c1SCC(=O)Nc1nccs1	107	81	10	100	107	0.0	111	95
